HIV peptide binding: inhibitors of HIV fusion peptide binding, primary screen, biochemical, uHTS, fluorescence dequenching (AID 1986) | cell-free peptide binding, fluorescence dequenching, 30 min; higher % means a stronger effect | actives 0.3% (n = 290,000) | inhibition, % at 20 µM; hits with a dose series show IC50 in µM; in the data active means inhibition mostly above about 52%, no sharp cut-off; inactive means mostly below about 76%; further: some results filed as inactive read as strong as hits
LYP inhibition: inhibitors of LYP phosphatase, biochemical, fluorescence intensity, uHTS (AID 1779); actives 0.054% (n = 290,000); inhibition, % at 11.5 µM, or IC50 in µM where a hit was titrated; recombinant LYP phosphatase, fluorescence intensity; higher % means a stronger effect; Tyrosine-protein phosphatase non-receptor type 22 (Homo sapiens); in the data active means inhibition above about 50%;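 further: plate controls were vehicle with enzyme for no effect and no enzyme for full effect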
GPR35 arrestin U2OS: GPR35 antagonists blocking zaprinast-driven arrestin recruitment, primary screen, imaging, U2OS, beta-arrestin-GFP, zaprinast agonist (AID 2058) | U2OS GPR35 beta-arrestin-GFP translocation imaging, zaprinast antagonism; higher % means a stronger effect | one-dose inhibition, % at 10 µM; IC50 in µM for titrated hits | actives 0.052% (n = 290,000);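 active means inhibition of at least 50% with at least 30 cells and total cytoplasm GFP at most 10,000,000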
Salmonella PhoP GFP: inhibitors of PhoP regulon expression, primary screen, Salmonella Typhimurium, GFP reporter (AID 1863); actives 0.16% (n = 300,000); S. Typhimurium PhoP-regulated promoter GFP reporter, 4 h; higher % means a stronger effect; inhibition, % at 50 µM, or IC50 in µM where a hit was titrated;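 active means inhibition over 29.93%, a cutoff 3 SD above the screen mean, later confirmed by dose response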;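 further: 0% = low Mg2+ inducing control and 100% = high Mg2+ repressing control; strong numbers were not always called active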
NTR1 ag: agonists of NTR1, primary screen, imaging, U2OS cells, beta-arrestin-GFP, high content (AID 493036); Neurotensin receptor type 1 (Homo sapiens), P30989; NTR1-U2OS beta-arrestin-GFP spot imaging, agonist mode; activation, % at 20 µM; actives 0.17% (n = 330,000);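 active means activation at or above 40% of the spot to cytoplasm intensity ratio, with at least 20 cells analyzed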;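 further: 0% = DMSO without peptide and 100% = 100 nM NTR1 peptide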
Target sequence (P30989 whole entry, looked up): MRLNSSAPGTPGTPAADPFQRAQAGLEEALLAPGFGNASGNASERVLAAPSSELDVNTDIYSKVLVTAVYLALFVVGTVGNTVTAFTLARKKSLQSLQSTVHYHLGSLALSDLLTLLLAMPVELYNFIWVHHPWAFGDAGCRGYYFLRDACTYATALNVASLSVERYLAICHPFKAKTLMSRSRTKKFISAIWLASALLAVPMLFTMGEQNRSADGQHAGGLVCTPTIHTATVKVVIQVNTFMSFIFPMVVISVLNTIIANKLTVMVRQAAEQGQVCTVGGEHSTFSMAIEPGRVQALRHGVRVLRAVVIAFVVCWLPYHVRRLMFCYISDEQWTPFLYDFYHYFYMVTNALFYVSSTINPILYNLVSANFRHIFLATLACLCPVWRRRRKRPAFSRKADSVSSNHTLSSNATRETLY
Siah-1 displacement: Siah-1 peptide-binding antagonists, primary screen, biochemical, fluorescence polarization, rhodamine-plectin, uHTS (AID 1817). Siah-1 / rhodamine-plectin peptide fluorescence polarization; higher % means a stronger effect. one-dose displacement, % at 20 µM; IC50 in µM for titrated hits. E3 ubiquitin-protein ligase SIAH1 (Homo sapiens). actives 0.02% (n = 290,000);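 active means displacement of at least 50% at 20 µM, with a fluorescence ratio check between 0.3 and a set limit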;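 further: plate controls were Siah plus tracer with DMSO for no effect and tracer alone without Siah for full effect; strong numbers were not always called active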
Myeloid diff MLP: induction of myeloid progenitor differentiation, primary screen, cell-based, flow cytometry, MLPCN library; actives 1% (n = 360,000); ER-HoxA9 myeloid progenitors, lysozyme-GFP differentiation; calls only at 10 µM;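 active means normalized GFP-positive differentiation at or above the plate's own cutoff, the solvent-only control mean plus 3 SD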;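 further: cells exposed to compound for four days before flow analysis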
GPR55 LPI antagonism: GPR55 antagonists blocking LPI-driven arrestin recruitment, primary screen, imaging, U2OS, beta-arrestin-GFP, LPI agonist (AID 2013); G-protein coupled receptor 55 (Homo sapiens); U2OS GPR55 beta-arrestin-GFP translocation imaging, LPI antagonism; higher % means a stronger effect; actives 0.13% (n = 290,000); one-dose inhibition, % at 10 µM; IC50 in µM for titrated hits;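 active means spots per cell inhibited over 60%, with over 100 cells counted and total cytoplasm intensity under 500,000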;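 further: U2OS cells stably carrying GPR55 and arrestin-GFP stimulated by 5 µM LPI near EC80; imaged beta-arrestin-GFP aggregate spots per cell after agonist stimulation; plate controls were LPI-stimulated DMSO wells for no effect and DMSO wells without LPI for full effect; some results filed as inactive read as strong as hits; confirmed hits need IC50 under 10 µM and bright autofluorescent wells are also inconclusive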
Rac1 GTP hydrolysis: MgcRacGAP GTPase-activating activity inhibitors, confirmation, biochemical, ADP Hunter fluorescence; AID 624330, 2012; inhibition, % at 30 µM, or IC50 in µM where a hit was titrated; MgcRacGAP-stimulated Rac1 GTP hydrolysis, ADP Hunter fluorescence; higher % means a stronger effect; GST-tagged Rac1 F28L mutant substrate; actives 0.6% (n = 340,000);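 active means first-screen hits whose inhibition reached a set limit at any dose in the follow-up dose series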;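 further: fluorescence reports GDP produced by GAP-driven GTP hydrolysis; strong numbers were not always called active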
NTR1 ag cell count 20 µM: further read-out of NTR1 ag, marked with its call; cell count; measured here: cell count, cytotoxicity flag
Myeloid diff MLP GFP+ MAC1+ %: second read-out of Myeloid diff MLP, no call of its own (marks repeat the call); GFP+ MAC1+ double positive, %; measured here: differentiation confirmed by MAC1 staining
Numbers without * were called inactive; i = inactive; x = not tested or not shown; + = active, no number.

SMILES,HIV peptide binding,LYP inhibition,GPR35 arrestin U2OS,Salmonella PhoP GFP,NTR1 ag,NTR1 ag cell count 20 µM,Siah-1 displacement,Myeloid diff MLP,Myeloid diff MLP GFP+ MAC1+ %,GPR55 LPI antagonism,Rac1 GTP hydrolysis
Cn1c2c(c(=O)n(C)c1=O)CN(Cc1ccc3c(c1)OCO3)CN2,1.6%,1%,4%,15%,-1.5,47,-3%,i,0.9,-8%,4%
O=c1c2cccnc2nc2n1CCCCC2,1.5%,-10%,-7%,-3%,0.5,54,6%,i,1.7,12%,2%
COCCCNC(=O)CCn1c(=O)c2ccccc2n(CC(=O)Nc2ccc(C)cc2C)c1=O,2.2%,-2%,5%,-1%,-0.6,60,5%,i,0.8,1%,9%
CC(C)(C)c1cc(CCC(=O)NCC2CCCO2)cc(C(C)(C)C)c1O (configuration not stated),-0.3%,-7%,5%,-9%,0.2,88,2%,i,1.0,8%,5%
COc1ccc2nc(-c3ccccn3)[nH]c2c1,-1.8%,-6%,1%,11%,0.9,72,-4%,i,0.1,0%,10%
O=c1c2ccccc2c(C=NC2CCN(Cc3ccccc3)CC2)c(O)n1Cc1ccc2c(c1)OCO2,0.1%,-4%,-4%,-4%,1.5,57,-4%,x,x,22%,x
N#C/C(=C(/O)Cc1ccccc1)P(=O)(c1ccccc1)c1ccccc1,2.4%,-6%,3%,-9%,-1.1,54,18%,i,1.0,12%,15%
Fc1ccc(Nc2ncnc3sc4c(c23)CCC4)cc1,-0.9%,-10%,-9%,12%,1.1,50,-1%,i,1.1,1%,9%
Cc1ccc(OC(F)F)c(NC(=O)Nc2cccc(C(F)(F)F)c2)c1,-1.5%,-1%,2%,3%,43*,54*,-3%,i,4.0,10%,6%
[2H]C(CCOS(N)(=O)=O)c1ccc(C(C)(C)C)cc1 (configuration not stated),0.1%,-14%,2%,5%,0.9,95,-3%,i,1.1,-9%,12%
CCOc1ccccc1NC(=O)NC(=O)N(C)S(C)(=O)=O,-0.5%,-7%,-27%,4%,5.6,74,-8%,i,0.2,-5%,5%
O=C(CCC(=O)c1cccs1)Nc1ccc(N2CCCCC2)cc1,12%,1%,-13%,-11%,-0.1,54,18%,i,1.5,5%,19%
Cc1ccc(S(=O)(=O)N2CCOCC2)cc1NC(=O)COC(=O)Cn1c(C)csc1=O,x,x,x,7%,-1.7,51,x,i,1.1,x,1%
CC1(C)CC(=O)C(C=N)=C(O)C1,0.4%,-2%,-6%,5%,-1.2,69,-2%,i,1.2,10%,-3%
COC(=O)c1ccc(COc2cccc3c2OC(C)(C)C3)cc1,1.0%,-5%,1%,3%,0.8,62,5%,i,0.6,-10%,10%
Cn1c(=O)c2c(nc(CN3CCN(C(=O)c4ccco4)CC3)n2CC(N)=O)n(C)c1=O,-0.6%,-10%,36%,13%,0.0,44,-3%,i,5.3,9%,-3%
COc1ccc(NC(=O)CN2CCN(C3c4ccccc4-c4ccccc43)CC2)cc1,-2.8%,0%,-7%,-1%,7.8,61,-3%,i,7.5,10%,9%
COc1cc(OC)c(OC)cc1CN1CCN(c2ccc(F)cc2)CC1,-0.1%,-9%,-15%,-7%,-0.1,64,10%,i,0.2,-12%,10%
COc1ccc(C(=O)Nc2ccc(Cl)cc2C(=O)N2CCCC(C)C2)cc1 (configuration not stated),-2.2%,-7%,-8%,6%,0.2,50,-4%,i,1.1,4%,10%
Nc1ccc(N2CCCCCC2)cc1,2.1%,-7%,3%,6%,3.0,62,53%,x,x,13%,x
Cc1ccsc1/C=N/n1c(-c2ccco2)n[nH]c1=S,-0.2%,-6%,-3%,-3%,-0.9,85,-4%,i,1.5,1%,14%
CC(=O)c1cccc(NC(=O)COC(=O)COc2c(Cl)cc(Cl)c3ccc(C)nc23)c1,-1.7%,1%,8%,-2%,1.2,55,-1%,i,0.3,4%,9%
CCCCNC(=O)CSc1nnc(Cc2ccccc2)n1CC,-0.1%,-6%,-18%,2%,0.4,89,8%,i,1.3,-4%,6%
CN(C)S(=O)(=O)c1ccc(C(=O)Nc2ccccc2OC(F)(F)C(F)F)cc1,0.7%,1%,12%,13%,-1.0,60,4%,+,3.3*,4%,-6%
Cc1ccccc1NC(=O)CSc1nc(Nc2ccccc2)nc(N2CCOCC2)n1,1.6%,-15%,9%,0%,2.7,58,2%,i,1.9,2%,5%
Cc1c(NC(=S)NC(=O)c2ccccc2Cl)c(=O)n(-c2ccccc2)n1C,1.2%,-5%,-5%,2%,1.0,35,9%,i,0.5,0%,5%
O=C(NCc1ccc(F)cc1)c1cc2ccccc2o1,0.5%,-10%,9%,2%,4.3,40,-1%,i,0.5,-14%,7%
O=C1N/C(=C/c2cccn2-c2ccccc2)C(=O)N1Cc1ccccc1F,9.5%,-2%,-1%,17%,0.6,88,6%,i,0.6,1%,1%
C=CCN(c1ccccc1OC)S(=O)(=O)c1ccc(Cl)c(C(=O)Nc2ccc(N3CCOCC3)cc2)c1,0.7%,13%,4%,-4%,-1.6,30,-5%,i,0.5,9%,-2%
CNC(=S)NCCC(c1ccccc1)c1ccccc1,-0.7%,2%,-7%,9%,0.9,71,-1%,i,0.0,10%,-3%
CC(C)(C)C(=O)OC/C(N)=N/OC(=O)c1ccc(Cl)c(Cl)c1,-0.5%,-7%,1%,-11%,-0.4,61,4%,i,1.0,3%,-5%
Cc1cc(=O)n2c(-c3ccccc3C)n[nH]c2n1,-1.1%,-5%,-7%,-11%,0.2,67,2%,i,0.5,-9%,8%
CC(=O)c1ccc(OCC(=O)N2CCN(S(=O)(=O)c3ccc(C)cc3C)CC2)cc1,0.1%,-5%,6%,-1%,0.4,55,5%,i,0.8,12%,4%
O=C(NNC(=S)Nc1ccccc1)c1cccs1,-1.6%,-2%,4%,0%,-0.8,70,0%,i,0.4,-5%,6%
CCCc1ccc(OCC(=O)O)cc1,-1.6%,2%,2%,23%,-1.4,69,2%,i,1.9,-3%,3%
CCOc1ccc(C(=O)c2ccncc2)cc1,1.0%,-1%,-2%,9%,0.6,49,2%,i,8.4,-15%,11%
Cc1cc(C)n2nc(SCC(=O)N/N=C/c3ccccc3F)nc2n1,-1.8%,-4%,6%,3%,-0.8,40,-2%,i,4.8,10%,1%
CCOC(=O)c1cnn2cc(-c3[nH]ncc3[N+](=O)[O-])cnc12,3.1%,1%,26%,-11%,1.1,64,18%,i,1.0,-14%,0%
CC1=C/C(=C/N(C)c2ccccc2)C(=O)S1,15%,-4%,17%,-10%,0.2,77,-2%,i,1.2,-5%,10%
COc1ccc(N2C(=O)c3ccccc3NC2c2ccc(OC)c(Cn3nnc4ccccc43)c2)cc1 (configuration not stated),0.9%,1%,-8%,3%,-1.2,84,4%,i,0.1,10%,4%
COc1cccc(C(=O)NCC(c2cccnc2)N2CCN(c3ccccc3OC)CC2)c1 (configuration not stated),3.7%,-3%,0%,2%,2.6,57,25%,i,0.7,6%,7%
COCCNC(=S)N1CCN(c2nc(-c3ccc(F)cc3)cs2)CC1,-0.1%,-5%,-1%,8%,-0.7,56,0%,i,0.8,x,12%
O=C(CC1C(=O)NCCN1CC(c1ccccc1)c1ccccc1)NC1CC1 (configuration not stated),0.3%,-4%,1%,-4%,-0.2,75,15%,i,0.0,-2%,14%
COc1cccc(-c2c(C(=O)N/N=C/c3ccoc3)nnn2-c2nonc2N)c1,1.4%,-6%,2%,1%,0.1,67,0%,i,0.0,4%,0%
CCOC(=O)C1(Cc2ccccc2C)CCCN(C(=O)c2ccc(CSC)o2)C1 (configuration not stated),0.8%,-5%,-13%,3%,1.3,42,-1%,i,0.5,-8%,1%
CCN(CC(=O)Nc1ccc(OC)cc1)C(=O)COc1cccc2c1OC(C)(C)C2,x,x,x,1%,-0.2,69,x,i,1.1,x,-3%
Cc1ccc(C(=O)OCC(=O)N(C)c2ccccc2)c(C)c1,-0.4%,-9%,8%,1%,-0.1,48,-4%,i,0.9,0%,4%
C=CCn1c(SCc2ccc(C#N)cc2)nnc1-c1cccc(Cl)c1,0.5%,3%,-12%,-7%,0.8,56,3%,i,0.8,16%,-1%
O=C(Cn1cnc(S(=O)(=O)N2CCCC2)c1)Nc1ccc(OC(F)(F)F)cc1,-0.2%,-4%,-8%,-3%,0.3,38,5%,i,1.1,1%,5%
CCC(=O)Nc1sc2c(c1C(N)=O)CCN(Cc1ccccc1)C2,9.7%,-4%,-4%,x,-0.8,39,0%,i,4.2,3%,14%

Continued.
SMILES,HIV peptide binding,LYP inhibition,GPR35 arrestin U2OS,Salmonella PhoP GFP,NTR1 ag,NTR1 ag cell count 20 µM,Siah-1 displacement,Myeloid diff MLP,Myeloid diff MLP GFP+ MAC1+ %,GPR55 LPI antagonism,Rac1 GTP hydrolysis
CN(c1ccc(OCC(=O)N2CCC(C(N)=O)CC2)cc1)S(=O)(=O)c1cccs1,-5.4%,0%,2%,5%,1.8,80,4%,i,1.5,2%,3%
CSCc1ccc(C(=O)NC(C)c2cnn(-c3ccccn3)c2C)o1 (configuration not stated),2.5%,-12%,-7%,3%,0.3,58,-3%,i,0.5,17%,11%
CCOC(=O)C1(CCSC)NC(c2ccco2)C2C(=O)N(CC)C(=O)C21 (configuration not stated),-1.2%,-4%,16%,-11%,-0.5,94,-9%,i,0.8,2%,3%
O=C(NCCCN1CCOCC1)c1cccc(S(=O)(=O)N2CCc3ccccc3C2)c1,-2.9%,-10%,7%,2%,-0.9,51,0%,i,0.5,13%,-5%
CC(=O)Nc1nc2ccccc2n1CCN1CCOCC1,-2.5%,-5%,-10%,-8%,0.7,78,1%,i,0.8,-4%,-3%
O=C(NCc1c(F)cccc1F)c1cc(COc2c(F)cccc2F)on1,-1.4%,-4%,25%,3%,-1.4,93,i,i,0.1,11%,2%
